MC4R antag cAMP – blocks human MC4R cAMP signaling; MC4R-expressing cells, MTII-stimulated cAMP, LANCE TR-FRET; inhibition, % at 6.5 µM; P32245; 0.48% of 360,000 active; AID 540295;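 active = inhibition above its plate's cutoff, the mean of tested wells on that plate plus 3 SD, cut at about 29% in these data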;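 also: 0% = Melanotan II alone and 100% = Melanotan II plus saturating MCL0020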
Target sequence (P32245 whole entry, looked up): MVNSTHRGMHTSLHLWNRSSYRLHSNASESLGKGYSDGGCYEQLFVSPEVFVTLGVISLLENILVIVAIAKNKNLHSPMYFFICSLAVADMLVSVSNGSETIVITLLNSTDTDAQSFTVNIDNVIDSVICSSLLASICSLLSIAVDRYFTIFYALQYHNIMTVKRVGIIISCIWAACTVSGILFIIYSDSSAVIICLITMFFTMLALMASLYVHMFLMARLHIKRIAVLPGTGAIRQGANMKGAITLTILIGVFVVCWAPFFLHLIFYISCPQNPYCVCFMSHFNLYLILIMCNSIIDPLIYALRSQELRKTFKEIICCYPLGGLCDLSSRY
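System: U2OS cells stably expressing human melanocortin 4 receptor (MC4R). Reagent: Melanotan II challenge after compound preincubation. Doses: 6.5 µM. Times: 30-min compound, 1-h challenge, 1-h detection, room temperature. Measured by: TR-FRET with Eu-cAMP and labeled anti-cAMP, 671 nm. Replicates: singlicate.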
aDG glyco act – alpha-DG glycosylation activation | Pro5-aDG cells, alpha-DG glycosylation AlphaScreen (IIH6); 0% Pro5, 100% B10-LARGE cell signal | activation, % at 10 µM | 0.22% of 360,000 active;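 active = activation of at least 8% versus controls, or a plate z-score of at least 8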;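 also: Pro5 are CHO cells carrying HIG-tagged alpha-DG that lacks glycosylation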
Cardio protect – myocardial damage modulation in H9c2 cells; H9c2 cardiomyocytes, H2O2 injury protection, ATPLite, 2 h; 0.63% of 360,000 active; AID 588492; protection from H2O2 cell death, % at 20 µM;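 active = compounds giving at least 50% protection of heart cells from peroxide-induced death in the single-dose screen, raw or plate-pattern-corrected value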;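 also: 0% = DMSO wells with peroxide and 100% = DMSO wells without peroxide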
Exocytosis inh – blocks lytic granule exocytosis | TALL-104 LAMP-1 surface exposure, flow cytometry; cells stimulated with thapsigargin and PMA | inhibition, % at 10 µM | 0.66% of 360,000 active | AID 651702;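 active = inhibition above about 55%, limit read from the data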
hiPSC survival – enhancers of human iPSC single-cell survival; 0.044% of 360,000 active; survival enhancement, % at 20 µM; AID 602274; hiPSC single-cell survival, ATPlite luminescence; 100% = ROCK inhibitor wells, 0% = DMSO; in the data active = survival enhancement above about 18%;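 also: cells exposed to compounds for 16 hours before the ATP read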
ABHD5 PLIN5 PPI – blocks binding of human ABHD5 to perilipin-5; Q00G26+Q8WTS1; Split G. princeps luciferase complementation, luminescence, 4 h; inhibition, % at 4 µM; 0.78% of 360,000 active; AID 602281;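 active = inhibition above the mean inhibition across every tested compound plus 3 SD, cut at about 22% in these data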;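 also: 0% = DMSO only wells and the 100% control is not disclosed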
MC4R barr agon – agonists of human melanocortin 4 receptor (MC4R) beta-arrestin. P32245. 0.98% of 360,000 active. AID 540308. U2OS MC4R beta-arrestin complementation, luminescence; percent of melanotan II response, DMSO zero. activation, % at 8.9 µM;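 active = activation above a per-plate cutoff, the mean activation of sample wells on that plate plus 3 SD, cut at about 8% in these data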
N-glyco inh – N-linked glycosylation inhibition; 0.23% of 360,000 active; reporter increase, % at 12.5 µM; D54 ERlucT glycosylation luciferase reporter, 24 h; percent of 100 nM tunicamycin response;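 active = mean luciferase reporter signal, scaled so untreated is 0 and the glycosylation-blocking control 100, at or above a set limit in every replicate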;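 also: luciferase carries N-glycosylation sites so blocking glycosylation raises the light; 0% = median of neutral control wells and 100% = median of 100 nM tunicamycin wells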
ABCB6 inh 2 – human ABCB6 transporter inhibition. Q9NP58. K562-ABCB6 porphyrin accumulation, flow cytometry, 1 h; active compounds read low. fluorescence ratio to DMSO, % at 10 µM. 0.19% of 360,000 active. AID 602162;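 active = fluorescence ratio to DMSO below 75%, the collection mean minus 3 SD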;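 also: signal is porphyrin accumulated inside mitochondria; 100% equals median channel fluorescence of DMSO control wells; lower ratio means ABCB6 inhibition with less porphyrin fluorescence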
m5-HT2A agonist – mouse HTR2A agonism via beta-arrestin recruitment; P35363; CHO-K1 mHTR2A beta-arrestin complementation, luminescence; percent of 30 µM serotonin response; activation, % at 7.6 µM; 0.66% of 360,000 active;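 active = activation above a run cutoff, the mean activation of all tested compounds plus 3 SD, cut at about 14% in these data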;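 also: 0% = plate median of compound wells and 100% = 30 µM serotonin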
Target sequence (P35363 whole entry, looked up): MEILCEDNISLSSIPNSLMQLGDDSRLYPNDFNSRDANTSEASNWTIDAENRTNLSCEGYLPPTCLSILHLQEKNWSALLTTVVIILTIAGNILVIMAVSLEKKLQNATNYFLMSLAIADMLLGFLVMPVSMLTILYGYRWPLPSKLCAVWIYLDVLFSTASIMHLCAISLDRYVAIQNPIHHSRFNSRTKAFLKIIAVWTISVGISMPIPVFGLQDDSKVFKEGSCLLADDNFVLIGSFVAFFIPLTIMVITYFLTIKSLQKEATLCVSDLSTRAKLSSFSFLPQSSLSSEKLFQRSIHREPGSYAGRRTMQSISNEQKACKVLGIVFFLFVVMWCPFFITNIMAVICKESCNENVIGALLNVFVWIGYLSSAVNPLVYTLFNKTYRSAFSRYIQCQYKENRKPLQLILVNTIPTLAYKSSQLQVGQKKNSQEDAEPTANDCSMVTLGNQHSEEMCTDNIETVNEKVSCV
The depositor's hits bear a star. Rows are unselected; about 4.5% have a hit in one of these screens.

SMILES | MC4R antag cAMP | aDG glyco act | Cardio protect | Exocytosis inh | hiPSC survival | ABHD5 PLIN5 PPI | MC4R barr agon | N-glyco inh | ABCB6 inh 2 | m5-HT2A agonist
CC(C)C1NC(=S)N(C2CCCCC2)C1=O (stereo not drawn) | 7 | 0.0 | 2 | -1 | 0.5 | 1 | -2.3 | 2 | 88 | 1
O=c1oc(-c2ccccc2[N+](=O)[O-])nc2ccccc12 | -20 | 0.0 | -11 | 4 | 3.4 | 6 | -1.4 | 3 | 110 | 3
Cc1cc(C(=O)NC(Cc2c[nH]c3ccccc23)C(=O)O)c(C)o1 (stereo not drawn) | 18 | -0.1 | 9 | -3 | -0.5 | -1 | 1.0 | 1 | 101 | -1
COC(=O)c1sc(NC(=O)c2c(C)noc2C)nc1C | 1 | 0.4 | 5 | 2 | -0.5 | 1 | -0.5 | 2 | 107 | -2
CCOc1ccccc1NC(=O)COC(=O)c1c[nH]c2ccccc12 | -12 | 0.0 | -8 | -1 | 0.5 | -12 | 1.1 | 12 | 98 | -1
Cc1cc(C)c(C)c(S(=O)(=O)N2CCN(C(=O)C3CSC4(C)CCC(=O)N34)CC2)c1C (stereo not drawn) | 7 | 0.3 | -4 | -4 | 0.6 | -7 | -0.7 | 0 | 93 | 9
O=C(CSc1ncnc2scc(-c3ccc(Cl)cc3)c12)NCc1ccc2c(c1)OCO2 | -3 | 0.3 | 1 | 43 | -1.8 | -1 | 4.9 | -5 | 103 | -6
N#Cc1c(NC(=O)c2ccc([N+](=O)[O-])o2)sc2c1CCC2 | -4 | 0.2 | -24 | 28 | 0.2 | 15 | -0.8 | 1 | 102 | -10
Nn1c(-c2ccco2)n[nH]c1=S | -3 | -0.1 | -4 | -1 | -1.5 | -2 | -2.9 | 4 | 100 | -3
CC(C)C(NS(=O)(=O)c1ccc2c(c1)C(C)(C)C(=O)N2C)C(=O)NCc1ccccc1Cl (stereo not drawn) | -1 | 0.1 | 8 | 1 | 2.5 | 1 | -1.5 | 0 | 106 | -1

Molecules above that have an NH in an aromatic ring (3):
SMILES | MC4R antag cAMP | aDG glyco act | Cardio protect | Exocytosis inh | hiPSC survival | ABHD5 PLIN5 PPI | MC4R barr agon | N-glyco inh | ABCB6 inh 2 | m5-HT2A agonist
Cc1cc(C(=O)NC(Cc2c[nH]c3ccccc23)C(=O)O)c(C)o1 (stereo not drawn) | 18 | -0.1 | 9 | -3 | -0.5 | -1 | 1.0 | 1 | 101 | -1
CCOc1ccccc1NC(=O)COC(=O)c1c[nH]c2ccccc12 | -12 | 0.0 | -8 | -1 | 0.5 | -12 | 1.1 | 12 | 98 | -1
Nn1c(-c2ccco2)n[nH]c1=S | -3 | -0.1 | -4 | -1 | -1.5 | -2 | -2.9 | 4 | 100 | -3

(cont.)
SMILES | MC4R antag cAMP | aDG glyco act | Cardio protect | Exocytosis inh | hiPSC survival | ABHD5 PLIN5 PPI | MC4R barr agon | N-glyco inh | ABCB6 inh 2 | m5-HT2A agonist
COc1cccc(CNC(=O)C2CCCN(S(=O)(=O)c3cccc4nonc34)C2)c1 (stereo not drawn) | 3 | 0.0 | 2 | 5 | -0.5 | 4 | -0.1 | -1 | 95 | 1
COc1cc(OC)cc(OC(=O)c2ccc3c(=O)n4c(nc3c2)CCC4)c1 | -7 | -0.2 | 0 | -5 | -0.4 | 12 | -3.3 | 0 | 98 | 0
Cc1nc(SCC(=O)Nc2c(C)nn(C)c2C)c2cnn(-c3ccccc3)c2n1 | 4 | 5.9 | -15 | 0 | -1.2 | -2 | 0.5 | 1 | 98 | -6
CCN(C(=O)COC(=O)c1cc(=O)[nH]c2ccccc12)c1c(N)n(Cc2ccccc2)c(=O)[nH]c1=O | 16 | 0.3 | 4 | 2 | -0.2 | 6 | 3.2 | 1 | 102 | -15
CC(=O)c1ccc(N=c2scc(C)n2C(C)C)cc1 | 10 | 0.3 | -13 | 9 | 0.5 | -1 | -0.8 | -3 | 87 | -3
COc1ccc(/C(O)=C2/C(=O)C(=O)N(CCN(C)C)C2c2ccc(F)cc2)cc1Cl (stereo not drawn) | 2 | -0.1 | 1 | 0 | -0.5 | -2 | -1.4 | 2 | 95 | 5
CC(=O)c1sc(-c2cccc(Cl)c2)nc1C | -6 | -0.3 | -3 | 1 | -0.4 | -7 | -0.3 | 1 | 98 | 2
CCCCN(CC)CCNC(=O)c1cc2c(=O)n(CC)c3ccccc3c2s1 | 0 | 0.4 | -14 | 49 | -1.0 | 8 | -1.8 | 11 | 101 | -14
COc1ccccc1Nc1nnc(SCC(=O)NC2CCCC2)s1 | -1 | 0.4 | -2 | -6 | -0.3 | 8 | -0.1 | 2 | 98 | -1
COc1ccc(-c2csc(N3C(=O)C4C5c6ccccc6C(c6ccccc65)C4C3=O)n2)cc1 (stereo not drawn) | 20 | -0.2 | -4 | 13 | 1.1 | -2 | -0.9 | 0 | 98 | 1
CCCSc1nnc2nc(C)cc(C)n12 | 1 | -0.1 | 8 | -4 | -2.1 | -1 | -1.2 | 1 | 99 | 0
C[C@H](CO)N1C[C@H](C)[C@@H](CN(C)C(=O)Nc2ccc3c(c2)OCO3)Oc2ccc(NC(=O)Cn3cnnn3)cc2C1=O | 4 | 0.6 | -3 | 1 | -0.7 | 4 | 0.8 | 4 | 102 | -2
O=C(CCc1nc2ccccc2[nH]1)N1CCN(C(=O)c2ccco2)CC1 | 16 | -0.1 | -4 | 4 | 0.3 | 0 | -0.8 | 0 | 102 | -1
Cc1cc(C)n(-c2ccc(C(=O)Nc3cc(S(=O)(=O)N(C)C)ccc3Cl)cc2)n1 | 9 | 0.5 | -11 | 1 | -1.8 | -2 | -1.5 | -2 | 83 | -1
CCN1CCN(C(=S)c2ccc(O)cc2)CC1 | 8 | 0.8 | -2 | -2 | -0.3 | -7 | -2.6 | 0 | 89 | -4
CCCc1ccc(Oc2cc(Cl)nc(N)n2)cc1 | 4 | 0.0 | -2 | 8 | -1.1 | -7 | 0.3 | 1 | 99 | 0
CCc1nnc(NC(=O)CSc2nc3cccnc3n2C2CCCCC2)s1 | 8 | -0.2 | 7 | 0 | 1.8 | -8 | 0.3 | -8 | 94 | 2
COC(=O)c1cn(C(=O)c2ccccc2F)nc1N | -2 | -0.2 | -1 | 0 | 5.9 | 0 | -2.0 | 1 | 101 | -1
CC1=C(C(=O)OCc2ccccc2)C(c2cccc([N+](=O)[O-])c2)NC(=O)N1C (stereo not drawn) | 6 | 0.3 | -2 | -10 | -0.2 | 2 | -0.3 | -2 | 95 | 0
CC(/C=N/NC(=O)CCn1nnc2ccccc21)=C\c1ccccc1 | 8 | 0.4 | 1 | 1 | 1.6 | -4 | 0.5 | -1 | 108 | -2
O=C(Cc1ccccc1)Nn1c(-c2ccccc2)nc2ccccc2c1=O | 8 | 0.2 | 0 | -3 | 1.9 | 2 | -1.1 | 0 | 99 | 7
O=[N+]([O-])c1cc([N+](=O)[O-])c(Oc2cc(F)ccc2F)cc1NN1CCCCC1 | 15 | -0.3 | -11 | -5 | -3.9 | 11 | -1.7 | -2 | 104 | 6
COc1cc(/C=C(\C#N)C(=O)NC(C)C)ccc1OCc1ccc(C(=O)O)cc1 | 14 | 0.1 | 8 | -1 | -0.5 | 0 | 0.7 | 3 | 102 | -5
CCc1nnc(NC(=O)C2CCCN2C(=O)Nc2ccccc2)s1 (stereo not drawn) | -3 | -0.3 | 1 | 4 | 0.9 | 1 | -2.1 | 1 | 99 | 0
COc1ccc(CC(=O)NC2CCS(=O)(=O)C2)cc1 (stereo not drawn) | 19 | -0.3 | 6 | 13 | 0.3 | -3 | -3.0 | -1 | 101 | -1
C=CCn1c(C)nnc1SCC(=O)Nc1nc(C)c(C(=O)N(C)C)s1 | 13 | -0.2 | 12 | 38 | -0.3 | -1 | -4.1 | 1 | 99 | -2
COCCNC(=O)C1CC(=O)N(c2ccc(OC)cc2)C1c1ccc(OC)cc1 (stereo not drawn) | 1 | -0.2 | 9 | -2 | 0.1 | -2 | -0.2 | -1 | 93 | 3
CC1(C)NC(=O)N(CC(=O)OCC(=O)c2ccc(Cl)s2)C1=O | 3 | 0.1 | 4 | 4 | -2.6 | 3 | -1.2 | 0 | 103 | 8
O=C(NCc1ccco1)/C(=C\c1ccc(F)cc1)NC(=O)c1ccco1 | -1 | 0.1 | 0 | -1 | 0.4 | 4 | -0.6 | 1 | 97 | -2
COC(=O)c1c(CCl)noc1C(=O)NCC1CCCO1 (stereo not drawn) | 7 | 0.4 | -2 | 2 | -0.7 | 9 | 0.6 | 4 | 95 | 10
N#C/C(=C\c1ccc(/C=C(/C#N)c2nn(CCO)c(N)c2C#N)cc1)c1nn(CCO)c(N)c1C#N | -10 | -0.1 | 0 | 11 | 7.0 | -1 | -0.2 | -1 | 96 | -4
Cc1c(C=C(C#N)c2ccc([N+](=O)[O-])cc2)c(=O)n(-c2ccccc2)n1C | 3 | -0.3 | 2 | 2 | 0.5 | -11 | -1.3 | 0 | 102 | 2
CC(NC(=O)/C=C/c1ccc(Br)cc1)c1ccc(Cl)cc1 (stereo not drawn) | 15 | 0.3 | -6 | -4 | -0.7 | -4 | 2.1 | -3 | 97 | -3
CCCCC(O)(CCCC)C(=O)NN(C(=O)OC)c1ccccc1 | 0 | -0.2 | 2 | -2 | -0.5 | -5 | 2.1 | 3 | 87 | -2
O=C(Cc1ccc(NC2=NC3CS(=O)(=O)CC3S2)cc1)NCc1ccc(Cl)cc1 (stereo not drawn) | 10 | -0.2 | -2 | -5 | 4.7 | -5 | 0.3 | 1 | 99 | 4
CCCOc1ccc(C2C(C(=O)c3ccc(C)o3)=C(O)C(=O)N2Cc2ccco2)cc1OCC (stereo not drawn) | -4 | -0.1 | -3 | 3 | 0.1 | 12 | -1.9 | 0 | 101 | 10
CCc1nn(C(C)C(=O)NCc2ccc(Cl)cc2)c(=O)c2cc3occc3n12 (stereo not drawn) | 7 | -0.1 | 2 | -3 | 0.2 | 2 | -1.2 | 1 | 106 | -5
CCOc1ccc(CC2c3cc(OCC)c(OCC)cc3CCN2C(=O)CN2CCN(C)CC2)cc1OCC (stereo not drawn) | 3 | 0.0 | -6 | -12 | 0.7 | 3 | 1.7 | 1 | 105 | 1
O=C(Nc1cccc(Cl)c1N1CCOCC1)c1ccc2c(c1)OCCO2 | 12 | -0.1 | 11 | -6 | -1.7 | 9 | -2.5 | 1 | 96 | -1
Cc1ccccc1NC(=S)N1CCC(C(=O)c2ccc(F)cc2)CC1 | 6 | -0.1 | -9 | -3 | -0.3 | 2 | -1.7 | 0 | 102 | -2
COc1cccc(C2C3CN(C)CC=C3C(C#N)=C(N)C2(C#N)C#N)c1OC (stereo not drawn) | -2 | 0.0 | -3 | 1 | 0.0 | -10 | -1.9 | 1 | 94 | -3
Cc1ccc(Cl)cc1-c1cc(C(=O)Nc2ccc(F)cc2)[nH]n1 | 1 | 0.9 | -24 | -2 | -1.1 | -15 | 0.5 | 1 | 96 | -1
C(=N\Nc1ccc2nncn2n1)/c1ccccn1 | -8 | 0.1 | 43 | 7 | 0.9 | 5 | -1.2 | -5 | 94 | 1

Source: PubChem BioAssay
